# Assay outcomes: PubChem BioAssay, several laboratories
# Neddyl block: blocks human cullin neddylation | TR-FRET cullin neddylation, biochemical | AID 651699 | calls only at 25 µM | 360,000 tested, 0.58% active; in the data active = inhibition above about 36%
# Tb MetRS inh: Trypanosoma brucei MetRS inhibition. purified T. brucei MetRS, ATP depletion, Kinase-Glo luminescence. inhibition, % at 11.9 µM. 360,000 tested, 0.4% active;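 active = inhibition above a per-plate cutoff of the control wells' mean inhibition plus 3 SD, cut at about 5.5% in these data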;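 also: 0% = DMSO wells median and 100% = median of wells with control inhibitor compound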
#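 Dosing: 11.9 µM single point; system: parasite MetRS enzyme; technique: luminescence of leftover ATP; times: 15 min enzyme-compound preincubation, 2 h reaction, 10 min detection, 25 °C; replicates: each compound tested once; read-out basis: percent inhibition relative to median high and low control wells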
# PABP1 MLLE inh: blocks PAM2 peptide binding to the PABP1 MLLE domain. AID 588489. inhibition, % at 20 µM. GST-MLLE / FITC-PAM2 fluorescence polarization. 360,000 tested, 0.36% active; in the data active = inhibition above about 35%, passing the limit was not always enough;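 also: plate controls were DMSO wells with GST-MLLE for no effect and wells lacking GST-MLLE protein for full effect; some results filed as inactive read as strong as hits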
# Target sequence (P11940 whole entry, looked up, the tested form may be a part): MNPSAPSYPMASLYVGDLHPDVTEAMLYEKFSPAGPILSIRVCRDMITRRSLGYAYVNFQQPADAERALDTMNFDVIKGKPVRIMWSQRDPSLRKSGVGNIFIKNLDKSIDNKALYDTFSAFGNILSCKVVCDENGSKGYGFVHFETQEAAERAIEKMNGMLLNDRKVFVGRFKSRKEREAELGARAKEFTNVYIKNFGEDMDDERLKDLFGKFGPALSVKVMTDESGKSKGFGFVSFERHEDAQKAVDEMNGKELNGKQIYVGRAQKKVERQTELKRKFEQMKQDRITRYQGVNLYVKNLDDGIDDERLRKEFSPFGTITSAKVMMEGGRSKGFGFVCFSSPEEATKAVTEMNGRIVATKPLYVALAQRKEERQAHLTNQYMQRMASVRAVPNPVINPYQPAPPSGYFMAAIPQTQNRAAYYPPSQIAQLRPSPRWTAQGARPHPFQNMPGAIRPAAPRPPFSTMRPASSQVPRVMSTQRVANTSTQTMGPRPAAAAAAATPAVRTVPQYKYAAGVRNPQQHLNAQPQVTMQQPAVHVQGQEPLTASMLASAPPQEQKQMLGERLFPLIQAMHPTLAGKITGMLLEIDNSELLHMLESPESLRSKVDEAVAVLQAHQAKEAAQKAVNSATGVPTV
# eLon inh: E. coli protease La inhibition | purified E. coli Lon protease, fluorescence polarization | inhibition, % at 7.94 µM | AID 602123 | 360,000 tested, 0.42% active | P0A9M0; in the data active = inhibition above about 13%, passing the limit was not always enough;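 also: 0% = enzyme with probe and DMSO and 100% = no enzyme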
# Rin1-Abl PPI inh: human Rin1-Abl interaction inhibition. inhibition, % at 7.35 µM. TR-FRET Rin1/Abl binding, biochemical. P00519+Q13671. 360,000 tested, 0.4% active; in the data active = inhibition above about 5%, passing the limit was not always enough
# CSN inh: blocks human CSN-mediated cullin deneddylation; Q92905; Purified CSN, SCF-Nedd8-OG deneddylation, fluorescence polarization; inhibition, % at 12.5 µM; 360,000 tested, 0.38% active; AID 651999;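 active = pattern-corrected inhibition above about 35%, with an unprinted fluorescence ratio check between 0.5 and 1.5, limit read from the data, passing the limit was not always enough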;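 also: 0% = enzyme with substrate and 100% = substrate without enzyme; some results filed as inactive read as strong as hits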
# Target sequence (Q92905 whole entry, looked up, one chain of several): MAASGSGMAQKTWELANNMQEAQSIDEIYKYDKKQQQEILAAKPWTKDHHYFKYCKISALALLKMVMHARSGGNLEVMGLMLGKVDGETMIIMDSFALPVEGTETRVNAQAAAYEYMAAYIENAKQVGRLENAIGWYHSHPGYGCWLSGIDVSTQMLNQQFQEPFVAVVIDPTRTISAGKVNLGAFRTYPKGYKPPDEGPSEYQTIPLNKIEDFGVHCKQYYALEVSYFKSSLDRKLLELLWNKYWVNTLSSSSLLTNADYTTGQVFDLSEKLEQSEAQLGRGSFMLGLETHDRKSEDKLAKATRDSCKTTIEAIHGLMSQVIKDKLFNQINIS
#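 Assay system: purified human Csn5 enzyme expressed in HEK293T cells; Input: 0.24 nM Csn5 enzyme, final concentration; Reagent: 10 nM SCFSkp2-Nedd8OG; Compound dosing: 12.5 µM single point; Times: reaction 90 min, room temperature; Technique: fluorescence polarization readout.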
# MsrA inhibitor: inhibitors of bovine MsrA; purified bovine MsrA, absorbance read-out; AID 651718; inhibition, % at 15.5 µM; 360,000 tested, 0.75% active; in the data active = inhibition above about 4.5%;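 also: 0% = vehicle wells with enzyme and 100% = reference inhibitor wells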
# FAS TE block: FAS thioesterase (human) inhibition; P49327; inhibition, % at 15 µM; 360,000 tested, 0.67% active; recombinant FAS-TE, OMFH fluorogenic substrate, fluorescence endpoint;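 active = compounds whose normalised, plate-corrected inhibition of enzyme fluorescence in the single-dose primary screen is 50% or more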;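 also: 0% = DMSO with enzyme and 100% = substrate without enzyme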
# bovine MsrA act: activators of bovine methionine sulfoxide reductase A; purified bovine MsrA, absorbance read-out; activation, % at 10.6 µM; 360,000 tested, 0.3% active; in the data active = activation above about 7.5%;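 also: 0% = vehicle and 100% = reference activator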
# Numbers without * were called inactive; i = inactive; · = not tested or not shown.
[1] Cc1cc(C)n(C(=O)c2ccc(NC(=O)C3CC3)cc2)n1
[2] COc1ccc(CC(=O)O/N=C(\N)Cc2ccc(OC)c(OC)c2)cc1
[3] CN(CC(=O)Nc1ccc(C#N)cc1)CC(=O)Nc1ccc(N2CCOCC2)cc1
[4] COCCc1ccc(OC2(C)CCN(Cc3cccc(OC)c3OC)C2)cc1 (configuration not stated)
[5] COc1cc2c(cc1OC)C(Nc1ccccc1)=NC(C)(C)C2
[6] CCCOC(=O)c1ccc(Oc2cn[nH]c2-c2ccc(OCC)cc2O)cc1
assay / compound,1,2,3,4,5,6
Neddyl block,i,i,i,i,i,i
Tb MetRS inh,0.9,-0.4,-0.2,-0.1,-1.3,-1.4
PABP1 MLLE inh,-3,4,-1,9,-9,-4
eLon inh,3,5,1,8,-13,-3
Rin1-Abl PPI inh,-1,-3,-2,-3,1,3
CSN inh,9,-3,-6,-2,-2,-3
MsrA inhibitor,-0.1,·,-1.0,-0.9,0.6,1.1
FAS TE block,-1,-6,-5,-3,-12,-176
bovine MsrA act,-2,-1,-4,-3,-5,-5

[7] Cc1cc(C)cc(-n2ncc3c2CCCC3NC(=O)CCN2CCCC2=O)c1 (configuration not stated)
[8] N#C/C(=C\c1ccc(Oc2ccc(C(F)(F)F)cc2[N+](=O)[O-])cc1)c1nc2ccccc2[nH]1
[9] CNC(=O)c1nc(C)n(-c2ccc([N+](=O)[O-])cc2)n1
[10] CSc1cccc(NC(=O)/C=C/c2ccco2)c1
[11] COc1cccc(-c2nc(S(=O)(=O)c3ccccc3)c(N3CCOCC3)o2)c1
[12] CCOc1ccc(-n2ccnc(SCC(=O)Nc3ccc(OC)cc3OC)c2=O)cc1
assay / compound,7,8,9,10,11,12
Neddyl block,i,i,i,i,i,i
Tb MetRS inh,-0.3,0.0,-1.1,1.2,-0.7,-0.4
PABP1 MLLE inh,8,-9,-10,-3,32,31
eLon inh,-4,1,-3,-7,9,3
Rin1-Abl PPI inh,2,-2,-2,2,-2,-2
CSN inh,-2,1,-8,17,-3,-3
MsrA inhibitor,-0.8,1.6,-1.1,1.1,1.5,0.4
FAS TE block,-4,19,-4,4,3,5
bovine MsrA act,-1,3,-14,-4,3,-1

# Arranged by count of non-hydrogen atoms (low to high): some entries from above
[10] CSc1cccc(NC(=O)/C=C/c2ccco2)c1
[9] CNC(=O)c1nc(C)n(-c2ccc([N+](=O)[O-])cc2)n1
[5] COc1cc2c(cc1OC)C(Nc1ccccc1)=NC(C)(C)C2
[7] Cc1cc(C)cc(-n2ncc3c2CCCC3NC(=O)CCN2CCCC2=O)c1 (configuration not stated)
[8] N#C/C(=C\c1ccc(Oc2ccc(C(F)(F)F)cc2[N+](=O)[O-])cc1)c1nc2ccccc2[nH]1
assay / compound,10,9,5,7,8
Neddyl block,i,i,i,i,i
Tb MetRS inh,1.2,-1.1,-1.3,-0.3,0.0
PABP1 MLLE inh,-3,-10,-9,8,-9
eLon inh,-7,-3,-13,-4,1
Rin1-Abl PPI inh,2,-2,1,2,-2
CSN inh,17,-8,-2,-2,1
MsrA inhibitor,1.1,-1.1,0.6,-0.8,1.6
FAS TE block,4,-4,-12,-4,19
bovine MsrA act,-4,-14,-5,-1,3

# (list continues)
[13] COc1ccc(NC(=O)c2cccc3c(-c4ccc(O)c(OC)c4)coc23)cc1
[14] Cc1ccc(C(=O)N(Cc2sccc2C)C2CCS(=O)(=O)C2)cc1 (configuration not stated)
[15] Cc1cc2cc(CNC(=O)COc3ccccc3)ccc2n1C
[16] CCOC(=O)c1ccc(CNC(=O)c2cc(COc3ccccc3SC)on2)o1
[17] CSCCC(NC(=O)c1ccccc1Br)C(=O)NC(C)CCc1ccccc1 (configuration not stated)
[18] Cc1cc(C)nc(-n2nc(C)c3c(C(F)F)cc(C)nc32)n1
assay / compound,13,14,15,16,17,18
Neddyl block,i,i,i,i,i,i
Tb MetRS inh,0.0,-0.3,-0.1,-0.1,-0.7,-0.5
PABP1 MLLE inh,-7,8,50*,-1,-3,3
eLon inh,-8,-12,23,8,-2,-3
Rin1-Abl PPI inh,2,-2,-5,3,0,-1
CSN inh,-2,0,-2,-2,1,1
MsrA inhibitor,-0.2,-0.9,-1.2,-0.5,-0.7,-1.7
FAS TE block,15,-2,-4,17,2,-4
bovine MsrA act,-3,-1,-3,-2,-8,-2

[19] COc1cc(C(=O)N2CC(C)OC(C)C2)c([N+](=O)[O-])cc1OC (configuration not stated)
[20] COCCn1c(SCCN2CCOCC2)nc2c1c(=O)[nH]c(=O)n2C
[21] CCOC(=O)C1=C(CN2CCSCC2)NC(=O)NC1c1ccc2c(c1)OCO2 (configuration not stated)
[22] OCCNCCOc1ccccc1-c1ccccc1
[23] CCN1CCN(CC(O)COc2ccc3c(c2)CCC3)CC1 (configuration not stated)
[24] N#C/C(=C/Nc1ccccc1)c1ccsc1
assay / compound,19,20,21,22,23,24
Neddyl block,i,i,i,i,i,i
Tb MetRS inh,-0.8,-0.7,0.0,-1.2,0.2,-0.2
PABP1 MLLE inh,9,17,5,2,13,7
eLon inh,-9,-7,-10,-3,0,-7
Rin1-Abl PPI inh,-2,-2,-3,0,-1,0
CSN inh,-2,-4,-2,3,-14,1
MsrA inhibitor,3.0,-0.3,-0.3,-0.7,-0.4,4.8*
FAS TE block,-3,-6,-1,-17,-13,8
bovine MsrA act,-4,-1,-2,-10,-3,-15

[25] Clc1ccc(Oc2nc3c(Cl)cccc3s2)cc1Cl
[26] CC[C@]12c3[nH]c4ccc(OC)cc4c3CCN1C(=O)C(CC(=O)NCc1ccco1)C[C@@H]2C(=O)N1CCN(C(=O)c2ccco2)CC1 (some centres not stated)
[27] COc1ccc(-n2c(C)cc(C(=O)CSc3nnc(-c4ccoc4C)n3C)c2C)cc1
[28] CCOC(=O)c1cnc2c(-c3cccc(Br)c3)cnn2c1C
[29] Cc1ccc(C)c(NS(=O)(=O)c2c(C)nn(C)c2C)c1
[30] CCOC(=O)N/N=C/C(Cl)=C/c1ccccc1
assay / compound,25,26,27,28,29,30
Neddyl block,i,i,i,i,i,i
Tb MetRS inh,-0.2,-0.3,-1.1,-0.4,-1.1,-0.7
PABP1 MLLE inh,2,12,-7,-8,2,22
eLon inh,5,0,4,3,-3,-14
Rin1-Abl PPI inh,2,6,2,2,-1,2
CSN inh,2,-2,-2,-5,2,5
MsrA inhibitor,-0.8,0.5,1.5,1.0,0.6,1.9
FAS TE block,24,-5,5,-8,-12,1
bovine MsrA act,-4,-3,-2,-6,-9,-8

[31] COc1ccc(C(=S)N2CCOCC2)cc1OC(=O)c1ccccc1Cl
[32] CCc1nc2ccc(C(=O)NCc3ccc4c(c3)OCO4)cn2c1N(CCC(C)C)CCN(C)C
[33] Oc1ccccc1C1=NOC(O)(C(F)F)C1 (configuration not stated)
[34] COc1ccccc1C(=O)N/N=C(\C)c1cccnc1
[35] O=C(NCc1ccccc1)C1CCCN(c2nc3ccsc3c(=O)s2)C1 (configuration not stated)
[36] CCNC(=S)Nc1ccc2c(c1)c(=O)n(C)n2CC=C(C)C
assay / compound,31,32,33,34,35,36
Neddyl block,i,i,i,i,i,·
Tb MetRS inh,0.1,-0.5,0.3,-0.5,-0.3,-0.2
PABP1 MLLE inh,29,17,-3,9,-4,7
eLon inh,9,8,-2,4,4,9
Rin1-Abl PPI inh,0,-3,-3,-3,1,-4
CSN inh,3,0,1,0,-1,-1
MsrA inhibitor,0.5,-1.8,0.5,-1.0,0.4,0.5
FAS TE block,10,-6,-3,-8,-2,-7
bovine MsrA act,-6,-4,0,-7,-3,-3

[37] Cn1nnnc1NCc1ccc(Cl)c(Cl)c1
[38] Cc1ccc([N+](=O)[O-])c2c1C(N1CCCC1)C(C)(C)O2 (configuration not stated)
[39] CCCNC(=O)COC(=O)c1ccccc1C(=O)N(C)C1CCCCC1
[40] O=c1[nH]c(CN2CCN(c3ccccn3)CC2)nc2c(Br)cc(Br)cc12
[41] O=C1CC2(CCOCC2)Oc2ccc3ccccc3c21
[42] COC(=O)C(C)Sc1ccc2nnc(-c3cccc(F)c3)n2n1 (configuration not stated)
assay / compound,37,38,39,40,41,42
Neddyl block,i,i,i,i,i,·
Tb MetRS inh,0.1,0.0,-0.6,-0.8,-0.4,-0.7
PABP1 MLLE inh,-6,3,0,-7,7,6
eLon inh,0,2,-5,-13,-6,-5
Rin1-Abl PPI inh,-6,-2,0,2,-4,2
CSN inh,-10,5,0,2,-2,-5
MsrA inhibitor,-0.4,2.5,-1.2,-0.2,1.1,0.4
FAS TE block,-2,10,-7,22,-4,-8
bovine MsrA act,0,-3,-5,-8,-2,-8

[43] Cc1ccc(NC(=O)C2CCN(S(=O)(=O)c3cccs3)CC2)cc1C
[44] Cc1ccc(C(=O)NCCN2CCOCC2)cc1S(=O)(=O)N1CCCCC1
[45] Cn1cnc(S(=O)(=O)Nc2ccc3c(c2)OCCO3)c1
[46] Fc1cccc(Cl)c1CSc1ccc(-c2ccco2)nn1
[47] O=C(Cc1ccccc1[N+](=O)[O-])NCc1ccccc1Cl
[48] O=C(NNC1=NCCCCC1)Nc1ccc(Cl)cc1
assay / compound,43,44,45,46,47,48
Neddyl block,i,i,i,i,i,i
Tb MetRS inh,-1.1,-0.3,-0.8,-1.2,0.1,-0.2
PABP1 MLLE inh,4,-14,2,20,-4,1
eLon inh,1,-3,-5,11,3,1
Rin1-Abl PPI inh,3,1,2,-4,1,-1
CSN inh,-1,7,0,-3,2,-3
MsrA inhibitor,·,-1.4,0.0,0.5,0.0,-1.1
FAS TE block,3,-2,-4,22,-4,-3
bovine MsrA act,-10,-3,-5,-3,-2,-4

[49] CCCc1cc(=O)[nH]c(SCC(=O)c2ccc3c(c2)NC(=O)CO3)n1
[50] CCS(=O)(=O)N1Cc2ccccc2CC1C(=O)Nc1ncc(C)s1 (configuration not stated)
[51] COCC(=O)N(C)C1(c2nnnn2CCOC(=O)Nc2ccc(Cl)cc2)CCCC1
[52] CCN(C[C@H]1N[C@@](Cc2ccccc2)(C(=O)OC)[C@H]2C(=O)N(C)C(=O)[C@@H]12)S(=O)(=O)c1ccc(OC(F)(F)F)cc1
[53] CC1CC(C)CN(C(=O)COC(=O)Cc2ccc(Br)cc2)C1 (configuration not stated)
[54] O=C(NCc1cccnc1)c1ccc(-c2cccc(Cl)c2Cl)o1
assay / compound,49,50,51,52,53,54
Neddyl block,i,i,i,i,i,i
Tb MetRS inh,-0.6,0.1,0.4,0.0,-0.8,-0.6
PABP1 MLLE inh,6,13,2,1,8,0
eLon inh,5,4,-7,-12,0,-2
Rin1-Abl PPI inh,-2,1,-8,-1,3,-3
CSN inh,-2,4,5,-5,-2,5
MsrA inhibitor,1.7,1.1,0.9,3.1,1.5,1.8
FAS TE block,-1,-5,-2,9,11,15
bovine MsrA act,-7,-4,-2,1,-3,-3

[55] COc1ccc(-c2cc(CNS(=O)(=O)c3ccccc3)on2)cc1
[56] O=C(Nc1c(C(=O)C2CC2)oc2ccccc12)c1ccc(Cl)cc1
[57] COc1ccc(N2CCN(C(=O)c3ccc(CS(=O)(=O)c4ccccc4C)o3)CC2)cc1
[58] CCn1cc(C(=O)NCCc2ccc(OC)c(OC)c2)c(=O)c2cc(S(=O)(=O)N3CCOCC3)ccc21
assay / compound,55,56,57,58
Neddyl block,i,·,i,i
Tb MetRS inh,-1.9,-0.3,-0.5,0.3
PABP1 MLLE inh,-10,3,-24,-7
eLon inh,0,-11,3,-2
Rin1-Abl PPI inh,4,1,-5,-2
CSN inh,1,-8,-2,0
MsrA inhibitor,1.1,-0.2,2.1,0.9
FAS TE block,-3,10,-3,-2
bovine MsrA act,-15,-1,-1,-1
